Bcl-xL primary: Bcl-xL (human) inhibition. Q07817. GST-Bcl-xL / FITC-Bim BH3 peptide fluorescence polarization. inhibition, % at 10.9 µM. 320,000 compounds, 0.7% hits;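 active means inhibition above the mean of all tested compounds plus 3 SD, cutoff set per campaign, cut at about 30% in these data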;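 further: 0% = DMSO wells and 100% = unlabeled Bim-BH3 peptide competitor; inhibitors lower millipolarization by displacing the labeled peptide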
MEX-5 binding: C. elegans MEX-5 TCR-2 RNA binding activity | Q9XUB2 | MEX-5/FITC-TCR2 RNA binding, fluorescence polarization; hits give low values | activity score (negative = inhibition of binding), % at 10 µM | 300,000 compounds, 0.38% hits | AID 1832;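 active means inhibition past about -25% in most replicates, and total fluorescence under double the plate's negative control median, limit read from the data; inconclusive means replicates evenly split on the limit, or fluorescence at least double controls; inactive means too little inhibition in most replicates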;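 further: 0% = DMSO and -100% = 5 µM competing unlabeled TCR2 RNA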
GLD-1 RNA inh: GLD-1-TGE RNA interaction inhibition (C. elegans); Q17339; 320,000 compounds, 0.44% hits; inhibition, % at 5.96 µM; purified GLD-1 + fluorescein TGE RNA, fluorescence polarization; AID 2280;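 active means percent inhibition above a per-plate cutoff, the plate mean of test compounds plus 3 SD, cut at about 30% in these data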;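 further: 0% = DMSO wells with GLD-1 and probe and 100% = wells lacking GLD-1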
Fam108B counter: blocks mouse Fam108B hydrolase in RBBP9 counter-screen; AID 1947; recombinant Fam108B, FP-Rh probe fluorescence polarization; 300,000 compounds, 0.33% hits; inhibition, % at 9.51 µM;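 active means inhibition above the screen mean inhibition plus 3 SD, computed separately per campaign, cut at about 18% in these data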;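 further: inhibitors lower polarization as less probe binds the enzyme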
MCL1 BIM primary: inhibitors of human MCL1 binding to BIM-BH3 peptide | inhibition, % at 10.9 µM | GST-MCL1 / FITC-Bim-BH3 fluorescence polarization | 320,000 compounds, 0.68% hits | Q07820;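 active means inhibition above the mean inhibition of all tested compounds plus 3 SD, set per campaign, cut at about 40% in these data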;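 further: 0% = DMSO wells and 100% = unlabeled Bim-BH3 peptide control; higher means more loss of mP so more displacement of Bim peptide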
VLA-4 inh: inhibition in a human VLA-4 binding assay | P13612 | VLA-4 expressing cells, ligand binding flow cytometry | inhibition, % (about 7 µM as worked out from the volumes in the protocol) | 330,000 compounds, 0.2% hits; in the data active means inhibition above about 50%
Target sequence (P13612 whole entry, looked up): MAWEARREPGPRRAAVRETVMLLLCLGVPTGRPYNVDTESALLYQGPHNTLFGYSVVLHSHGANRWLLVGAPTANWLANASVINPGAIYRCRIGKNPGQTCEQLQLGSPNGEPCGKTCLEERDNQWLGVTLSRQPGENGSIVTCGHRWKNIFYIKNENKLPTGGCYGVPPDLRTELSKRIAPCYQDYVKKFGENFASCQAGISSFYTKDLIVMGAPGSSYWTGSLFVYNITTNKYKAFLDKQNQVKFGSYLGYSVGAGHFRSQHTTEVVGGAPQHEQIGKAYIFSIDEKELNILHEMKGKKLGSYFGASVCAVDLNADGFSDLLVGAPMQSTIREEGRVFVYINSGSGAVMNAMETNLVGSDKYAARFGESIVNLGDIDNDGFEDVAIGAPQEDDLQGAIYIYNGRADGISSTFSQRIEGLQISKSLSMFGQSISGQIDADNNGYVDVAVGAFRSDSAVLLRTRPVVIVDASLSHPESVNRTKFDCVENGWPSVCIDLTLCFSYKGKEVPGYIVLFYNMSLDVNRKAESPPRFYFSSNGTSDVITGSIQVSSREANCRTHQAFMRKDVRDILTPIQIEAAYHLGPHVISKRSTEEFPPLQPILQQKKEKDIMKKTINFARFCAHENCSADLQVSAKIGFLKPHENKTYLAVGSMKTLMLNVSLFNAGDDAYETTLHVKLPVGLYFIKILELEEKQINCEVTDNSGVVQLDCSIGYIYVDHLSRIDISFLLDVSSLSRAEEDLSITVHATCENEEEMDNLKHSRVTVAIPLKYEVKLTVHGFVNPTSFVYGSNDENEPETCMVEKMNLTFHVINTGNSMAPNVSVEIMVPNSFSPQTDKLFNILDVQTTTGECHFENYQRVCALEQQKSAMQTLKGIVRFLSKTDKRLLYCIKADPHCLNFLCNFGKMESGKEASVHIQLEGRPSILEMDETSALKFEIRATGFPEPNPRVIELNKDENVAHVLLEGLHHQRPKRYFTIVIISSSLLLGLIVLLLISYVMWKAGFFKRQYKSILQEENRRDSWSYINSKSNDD
GRK2 aptamer HTS: blocks RNA aptamer binding to human GRK2 | P25098 | inhibition of aptamer binding, % at 10 µM | bead flow cytometry, FAM-aptamer displacement from GRK2 | 330,000 compounds, 0.59% hits;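 active means inhibition of aptamer binding above 40%, roughly 3 SD of noise, on plates passing a quality check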;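 further: median bead fluorescence of bound FAM aptamer so fluorescent compounds give negative values; no value below 0 was filed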
PME-1 primary: PME-1 (human) inhibition. recombinant PME-1, FP-Rh probe fluorescence polarization. Q9Y570. inhibition, % at 5.9 µM. 320,000 compounds, 0.53% hits. AID 2130;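 active means inhibition above the campaign mean of all compounds plus 3 SD, cut at about 26% in these data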;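 further: competitive labeling of PME-1 active site by serine hydrolase directed probe; 0% = PME-1 with DMSO and 100% = wells lacking PME-1 enzyme; inhibitors block probe labeling so polarization falls and inhibition rises; many of its hits are not listed in these tables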
Efflux pump inh: inhibitors of Candida antifungal efflux pumps expressed in yeast. inhibition, % at 10 µM. 330,000 compounds, 0.44% hits. S. cerevisiae Candida pump triplex, Nile Red efflux;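 active means plate passing quality check with inhibition over a set limit, or well fluorescence over plate mean plus 4 SD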;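 further: Nile Red retained in pooled yeast measured as flow cytometry median fluorescence; 0% = buffer negative control and 100% = Enniatin B positive control; higher means more Nile Red kept so more efflux inhibition; some compounds called inactive have numbers as strong as hits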
* marks the source's active call; other numbers are inactive results. Only part of the results is shown, so the mix of outcomes need not match the whole.

Screening CCOC(=O)CNc1c(-c2ccccc2)nc2ccc(Cl)cn12 returned Bcl-xL primary 2, MEX-5 binding -0.4, GLD-1 RNA inh 13, Fam108B counter -2, MCL1 BIM primary 0, VLA-4 inh 12, GRK2 aptamer HTS 0, PME-1 primary 5 and Efflux pump inh -0.1.
Screening Cc1ccc2nc(SC(C)C(=O)NC3CCCc4ccccc43)[nH]c2c1 (stereo not given) returned Bcl-xL primary -3, GLD-1 RNA inh 6, Fam108B counter 1, MCL1 BIM primary 0, VLA-4 inh 8, GRK2 aptamer HTS 0, PME-1 primary 12 and Efflux pump inh 0.2.
C/C(=N\NC(=O)CC#N)c1cc2ccc(O)cc2oc1=O was read as Bcl-xL primary 24, MEX-5 binding inconclusive, GLD-1 RNA inh 26, Fam108B counter -6, MCL1 BIM primary 25, VLA-4 inh -1, GRK2 aptamer HTS 6, PME-1 primary -4 and Efflux pump inh 0.0.
Cn1c(=O)c2c(nc(SCC(=O)N3CCc4ccccc4C3)n2C)n(C)c1=O was read as Bcl-xL primary 3, MEX-5 binding 1.2, GLD-1 RNA inh 4, Fam108B counter 3, MCL1 BIM primary 1, VLA-4 inh 5, GRK2 aptamer HTS 2, PME-1 primary -3 and Efflux pump inh -0.1.
`CCOc1ccc(Cc2onc3c2C(=O)CCC3)cc1OCC` gave Bcl-xL primary 8, MEX-5 binding 0.4, GLD-1 RNA inh 4, Fam108B counter 0, MCL1 BIM primary 9, VLA-4 inh -6, GRK2 aptamer HTS 2, PME-1 primary 4 and Efflux pump inh -0.2.
`CC(CCc1ccccc1)NC(=O)c1ccc(F)cc1` (stereo not given) gave Bcl-xL primary 5, MEX-5 binding 1.2, GLD-1 RNA inh 6, Fam108B counter 1, MCL1 BIM primary 3, VLA-4 inh -4, GRK2 aptamer HTS 0, PME-1 primary 0 and Efflux pump inh 0.3.
Screening O=C(NNC(=O)C1CCN(S(=O)(=O)c2cccc(Cl)c2)CC1)C1CC1 returned Bcl-xL primary 5, MEX-5 binding 3.5, GLD-1 RNA inh 0, Fam108B counter 3, MCL1 BIM primary 7, VLA-4 inh 3, GRK2 aptamer HTS 0, PME-1 primary 2 and Efflux pump inh 0.1.
For N#CCC(CNc1ncc(C(F)(F)F)cc1Cl)OC(=O)c1cccc(C(F)(F)F)c1 (stereo not given) the results were Bcl-xL primary 5, MEX-5 binding -1.4, GLD-1 RNA inh 7, Fam108B counter 0, MCL1 BIM primary 4, VLA-4 inh 4, GRK2 aptamer HTS 0, PME-1 primary 0 and Efflux pump inh -0.2.
O=C(Cn1cncn1)NCc1cccc(C(F)(F)F)c1 was read as Bcl-xL primary 1, MEX-5 binding 1.6, GLD-1 RNA inh 2, Fam108B counter 0, MCL1 BIM primary 4, VLA-4 inh 18, GRK2 aptamer HTS 0, PME-1 primary 2 and Efflux pump inh 0.1.
Screening Cc1ccc(S(=O)(=O)/C(C#N)=C/c2c(N3CCCCC3)nc3ccccn3c2=O)cc1 returned Bcl-xL primary 7, MEX-5 binding 1.5, GLD-1 RNA inh 0, Fam108B counter -2, MCL1 BIM primary 5, VLA-4 inh -5, GRK2 aptamer HTS 1, PME-1 primary -4 and Efflux pump inh 0.0.
Screening COc1ccc(Cl)cc1C(=O)NNC(=S)NC(=O)c1cc(-c2ccc(Cl)cc2)nc2ccccc12 returned Bcl-xL primary 2, MEX-5 binding -0.7, GLD-1 RNA inh 11, Fam108B counter -2, MCL1 BIM primary 7, VLA-4 inh 14, GRK2 aptamer HTS 3, PME-1 primary 0 and Efflux pump inh 0.2.
`Cn1c(-c2ccsc2)c(-c2cccs2)c2cc(Br)ccc21` gave Bcl-xL primary 2, GLD-1 RNA inh 1, MCL1 BIM primary 6, VLA-4 inh 23, GRK2 aptamer HTS 3, PME-1 primary 12 and Efflux pump inh 0.1.
Screening Cc1cccc(Nc2nnc(SCc3cn4ccsc4n3)s2)c1 returned Bcl-xL primary 5, MEX-5 binding -6.0, GLD-1 RNA inh 2, Fam108B counter 0, MCL1 BIM primary 0, VLA-4 inh -7, GRK2 aptamer HTS 2, PME-1 primary -6 and Efflux pump inh -0.1.
`O=S(=O)(c1ccccc1F)N1CCN(Cc2cc3c(cc2Br)OCCO3)CC1` gave Bcl-xL primary -9, GLD-1 RNA inh 4, MCL1 BIM primary -7, VLA-4 inh 0, GRK2 aptamer HTS 0, PME-1 primary -2 and Efflux pump inh -0.3.
CCN1CCN(Cc2c(O)ccc3c(=O)c(-c4ccc(OC)c(OC)c4)c(C)oc23)CC1 was read as Bcl-xL primary -4, MEX-5 binding 0.6, GLD-1 RNA inh 8, Fam108B counter 0, MCL1 BIM primary 0, VLA-4 inh -1, GRK2 aptamer HTS 2, PME-1 primary 0 and Efflux pump inh -0.1.
Cc1cc(Oc2nnnn2-c2ccccc2)ccc1Cl was read as Bcl-xL primary 5, MEX-5 binding 0.3, GLD-1 RNA inh 5, Fam108B counter 4, MCL1 BIM primary 5, VLA-4 inh 16, GRK2 aptamer HTS 0, PME-1 primary -2 and Efflux pump inh 0.0.
`CCS(=O)(=O)N1CCN(c2cccc(C)c2C)CC1` gave Bcl-xL primary 7, MEX-5 binding 2.0, GLD-1 RNA inh -1, Fam108B counter 6, MCL1 BIM primary 7, VLA-4 inh 9, GRK2 aptamer HTS 0, PME-1 primary 5 and Efflux pump inh 0.0.
CC1(c2ccc3ccccc3c2)NC(=O)N(CC(N)=O)C1=O (stereo not given) was read as Bcl-xL primary 3, MEX-5 binding 0.8, GLD-1 RNA inh -1, Fam108B counter 3, MCL1 BIM primary 1, VLA-4 inh -22, GRK2 aptamer HTS 31, PME-1 primary 4 and Efflux pump inh -0.1.
`COc1ccc(NCc2nnc(-c3ccccc3)o2)cc1` gave Bcl-xL primary 7, MEX-5 binding -0.4, GLD-1 RNA inh -6, Fam108B counter -2, MCL1 BIM primary 5, VLA-4 inh -9, GRK2 aptamer HTS 2, PME-1 primary 7 and Efflux pump inh -0.2.
`CC1=NN(c2ccc(Cl)cc2)C(=O)C1` gave Bcl-xL primary 3, MEX-5 binding 3.8, GLD-1 RNA inh 7, Fam108B counter 2, MCL1 BIM primary 1, VLA-4 inh 12, GRK2 aptamer HTS 0, PME-1 primary 8 and Efflux pump inh -0.4.
Screening O=C(Nc1ccon1)c1cc2c(s1)CCCC2 returned Bcl-xL primary 5, MEX-5 binding -1.5, GLD-1 RNA inh 4, Fam108B counter 4, MCL1 BIM primary 3, VLA-4 inh 23, GRK2 aptamer HTS 0, PME-1 primary -6 and Efflux pump inh 0.1.
CCn1ncc(/C=N/NC(=O)c2ccc3c(c2)OCO3)c1C was read as Bcl-xL primary 4, MEX-5 binding -0.1, GLD-1 RNA inh 5, Fam108B counter 0, MCL1 BIM primary 0, VLA-4 inh 8, GRK2 aptamer HTS 0, PME-1 primary 2 and Efflux pump inh 0.1.
Screening Cc1ccc(S(=O)(=O)Nc2ccc(O)c3cccnc23)cc1 returned Bcl-xL primary 6, MEX-5 binding -7.0, GLD-1 RNA inh 7, Fam108B counter -4, MCL1 BIM primary 6, VLA-4 inh 4, GRK2 aptamer HTS 1, PME-1 primary 1 and Efflux pump inh 0.0.
`CCCn1c(N)cc(=O)n(C)c1=O` gave Bcl-xL primary 0, MEX-5 binding 1.2, GLD-1 RNA inh 2, Fam108B counter -3, MCL1 BIM primary -7, VLA-4 inh -5, GRK2 aptamer HTS 2, PME-1 primary -2 and Efflux pump inh -0.1.

As a working copy, part of the list above.
Screening Cc1cccc(Nc2nnc(SCc3cn4ccsc4n3)s2)c1 returned Bcl-xL primary 5, MEX-5 binding -6.0, GLD-1 RNA inh 2, Fam108B counter 0, MCL1 BIM primary 0, VLA-4 inh -7, GRK2 aptamer HTS 2, PME-1 primary -6 and Efflux pump inh -0.1.
`O=S(=O)(c1ccccc1F)N1CCN(Cc2cc3c(cc2Br)OCCO3)CC1` gave Bcl-xL primary -9, GLD-1 RNA inh 4, MCL1 BIM primary -7, VLA-4 inh 0, GRK2 aptamer HTS 0, PME-1 primary -2 and Efflux pump inh -0.3.

Following part
For Cc1cccc(NC(=O)Nc2ccc(C)cc2Br)c1 the results were Bcl-xL primary 4, MEX-5 binding -2.0, GLD-1 RNA inh 5, Fam108B counter 7, MCL1 BIM primary -8, VLA-4 inh 12, GRK2 aptamer HTS 0, PME-1 primary 3 and Efflux pump inh 0.1.
For Nc1nc(SCc2ccccc2Cl)n[nH]1 the results were Bcl-xL primary 1, MEX-5 binding 0.7, GLD-1 RNA inh 6, Fam108B counter 3, MCL1 BIM primary 2, VLA-4 inh -11, GRK2 aptamer HTS 3, PME-1 primary -2 and Efflux pump inh -0.1.
O=C(/C=C(\c1ccc(Cl)cc1)n1cncn1)c1ccc(Cl)cc1 was read as Bcl-xL primary 4, MEX-5 binding 0.7, GLD-1 RNA inh 1, Fam108B counter 0, MCL1 BIM primary 3, VLA-4 inh -24, GRK2 aptamer HTS 3, PME-1 primary -5 and Efflux pump inh -0.1.
For COCCN(C(=O)c1ccco1)C(C(=O)NC1CCCC1)c1cccs1 (stereo not given) the results were Bcl-xL primary -11, MEX-5 binding 0.3, GLD-1 RNA inh 8, Fam108B counter -6, MCL1 BIM primary -4, VLA-4 inh -5, GRK2 aptamer HTS 1, PME-1 primary -7 and Efflux pump inh 0.5.
For CCSc1nc2n(n1)C(c1cccc(F)c1)C1=C(CCCC1=O)N2 (stereo not given) the results were Bcl-xL primary 8, MEX-5 binding -0.3, GLD-1 RNA inh 8, Fam108B counter 0, MCL1 BIM primary 3, VLA-4 inh -10, GRK2 aptamer HTS 2, PME-1 primary 3 and Efflux pump inh -0.1.
For C[C@H]1COC2=C1C(=O)C(=O)c1c2ccc2c1CCCC2(C)C the results were Bcl-xL primary 11, MEX-5 binding 0.6, GLD-1 RNA inh 5, Fam108B counter 10, MCL1 BIM primary 20, VLA-4 inh -18, GRK2 aptamer HTS 8, PME-1 primary 11 and Efflux pump inh -0.1.
Screening COc1cc(OC)cc(C(=O)N[C@H](C(=O)OCC(=O)Nc2sccc2C#N)C(C)C)c1 returned Bcl-xL primary 2, MEX-5 binding -4.0, GLD-1 RNA inh -1, Fam108B counter -2, MCL1 BIM primary -3, VLA-4 inh 24, GRK2 aptamer HTS 0, PME-1 primary 6 and Efflux pump inh -0.2.
CSc1ccccc1OCc1cc(C(=O)N2CCSCC2)no1 was read as Bcl-xL primary 5, MEX-5 binding 1.5, GLD-1 RNA inh 1, Fam108B counter 2, MCL1 BIM primary 17, VLA-4 inh -6, GRK2 aptamer HTS 1, PME-1 primary -5 and Efflux pump inh 3.2.
COc1cscc1C(=O)O was read as Bcl-xL primary 3, MEX-5 binding -2.6, GLD-1 RNA inh 4, Fam108B counter 1, MCL1 BIM primary 5, VLA-4 inh 4, GRK2 aptamer HTS 2, PME-1 primary 2 and Efflux pump inh -0.3.
Screening Cn1c(CNc2ccc(O)cc2)nc2ccccc21 returned Bcl-xL primary 56*, MEX-5 binding -1.2, GLD-1 RNA inh 92*, Fam108B counter 1, MCL1 BIM primary 66*, VLA-4 inh 2, GRK2 aptamer HTS 0, PME-1 primary -2 and Efflux pump inh -0.1.

Bioassay records as filed in PubChem BioAssay.
